Neddyl block = inhibitors of human cullin neddylation; P61081+Q13564; TR-FRET cullin neddylation, biochemical; calls only at 25 µM; hit rate 0.58% among 360,000; AID 651699; in the data active = inhibition above about 36%
STEP block = STEP (human) phosphatase inhibition; inhibition, % at 20 µM; hit rate 0.25% among 360,000; recombinant STEP, OMFP fluorogenic substrate, fluorescence;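 active = inhibition at 20 µM, scaled per plate between control wells, above about 37%, limit read from the data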;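 also: 0% = DMSO with enzyme and substrate and 100% = substrate only without enzyme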
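System: STEP (striatal-enriched tyrosine phosphatase) enzyme, cell-free; medium: Bis-Tris pH 6.0 buffer with DTT, detergent; dosing: 20 µM, 1% DMSO; times: reaction 20 min, ambient temperature; detection: fluorescence, 480/540 nm; read-out basis: normalized % inhibition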
Tb MetRS inh = Trypanosoma brucei MetRS inhibition | hit rate 0.4% among 360,000 | purified T. brucei MetRS, ATP depletion, Kinase-Glo luminescence | AID 624268 | inhibition, % at 11.9 µM;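 active = inhibition above a per-plate cutoff of the control wells' mean inhibition plus 3 SD, cut at about 5.5% in these data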;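 also: 0% = DMSO wells median and 100% = median of wells with control inhibitor compound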
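Test system – parasite MetRS enzyme · Reagent – substrates ATP, L-methionine and bulk Escherichia coli tRNA · Doses – 11.9 µM compound single dose, 0.9% DMSO · Times – 15 min enzyme-compound preincubation, 2 h reaction, 10 min detection, 25 °C · Signal – Kinase-Glo luminescence, ATP depletion format · Controls – DMSO-only wells as low control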
Scp1 inh = blocks human Scp-1 phosphatase activity; Q9GZU7; Recombinant Scp1, phosphopeptide, malachite green phosphate absorbance; inhibition, % at 20 µM; hit rate 0.88% among 340,000; AID 493091;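 active = inhibition above about 50% at 20 µM, limit read from the data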;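 also: plate controls were DMSO wells with enzyme for no effect and wells lacking enzyme for full effect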
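Material: truncated SCP-1 phosphatase (76-261aa) / Buffer or medium: 50 mM Tris acetate pH 5.5, 0.005% Tween-20, 10 mM MgCl2 / Compound dosing: one concentration, 20 µM, with 1.0% DMSO / Incubation: 45 min room-temperature reaction, 5 min colour, 30 min stabiliser / Detection: colorimetric free-phosphate detection, absorbance 630 nm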
SUMO1 PPI mod = modulators of human SUMO1-mediated protein-protein interactions; inhibition, % at 20 µM; SUMO1 binding to a labelled peptide, TR-FRET, 1 h; hit rate 0.33% among 360,000; P63165; in the data active = inhibition above about 37%
NadD block = NadD (S. aureus) enzyme inhibition | inhibition, % at 20 µM | hit rate 0.78% among 360,000 | purified NadD enzyme, colorimetric absorbance read-out; in the data active = inhibition above about 26%; also: some compounds past the cut are filed as inactive
DNMT1 inh = blocks human DNA methyltransferase DNMT1. P26358. DNMT1 molecular beacon, Hinp1I cleavage, fluorescence. inhibition (reported as % activation of signal), % at 10 µM. hit rate 0.83% among 360,000; in the data active = inhibition above about 50%
LMPTP block = blocks human LMPTP phosphatase. AID 651560. hit rate 0.22% among 360,000. inhibition, % at 20 µM. recombinant LMPTP-A, OMFP fluorogenic substrate, fluorescence intensity. P24666;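 active = compounds that cut the enzyme signal by at least half of the control window in the single-dose screen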;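 also: plate controls were DMSO wells with enzyme plus substrate for no effect and substrate without enzyme for full effect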
Target sequence (P24666 whole entry, looked up): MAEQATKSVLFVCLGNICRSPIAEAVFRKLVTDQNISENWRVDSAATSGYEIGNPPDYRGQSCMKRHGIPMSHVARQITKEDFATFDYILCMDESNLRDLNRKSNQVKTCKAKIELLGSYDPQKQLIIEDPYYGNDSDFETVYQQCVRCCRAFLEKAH
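Buffer or medium: Bis-Tris pH 6.0, DTT, detergent; Assay system: LMPTP-A enzyme; Quantity: 0.625 nM enzyme; Detection: endpoint fluorescence intensity; Times: 50 min dark incubation at room temperature; Controls: substrate-only low control, DMSO enzyme-plus-substrate high control; Doses: single 20 µM dose; Read-out: percent inhibition versus substrate-only and uninhibited controls; Reagent: 400 µM OMFP.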
CendR NRP1 mod = alters CendR peptide binding to human NRP-1. O14786. FAM-RPARPAR peptide binding to NRP-1, fluorescence polarization. inhibition, % at 25 µM. hit rate 0.85% among 360,000;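 active = inhibition or corrected inhibition above about 18%, plus a signal ratio from 0.5 to 1.5, limit read from the data, passing the limit was not always enough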; also: strong numbers were not always called active
Target sequence (O14786 whole entry, looked up): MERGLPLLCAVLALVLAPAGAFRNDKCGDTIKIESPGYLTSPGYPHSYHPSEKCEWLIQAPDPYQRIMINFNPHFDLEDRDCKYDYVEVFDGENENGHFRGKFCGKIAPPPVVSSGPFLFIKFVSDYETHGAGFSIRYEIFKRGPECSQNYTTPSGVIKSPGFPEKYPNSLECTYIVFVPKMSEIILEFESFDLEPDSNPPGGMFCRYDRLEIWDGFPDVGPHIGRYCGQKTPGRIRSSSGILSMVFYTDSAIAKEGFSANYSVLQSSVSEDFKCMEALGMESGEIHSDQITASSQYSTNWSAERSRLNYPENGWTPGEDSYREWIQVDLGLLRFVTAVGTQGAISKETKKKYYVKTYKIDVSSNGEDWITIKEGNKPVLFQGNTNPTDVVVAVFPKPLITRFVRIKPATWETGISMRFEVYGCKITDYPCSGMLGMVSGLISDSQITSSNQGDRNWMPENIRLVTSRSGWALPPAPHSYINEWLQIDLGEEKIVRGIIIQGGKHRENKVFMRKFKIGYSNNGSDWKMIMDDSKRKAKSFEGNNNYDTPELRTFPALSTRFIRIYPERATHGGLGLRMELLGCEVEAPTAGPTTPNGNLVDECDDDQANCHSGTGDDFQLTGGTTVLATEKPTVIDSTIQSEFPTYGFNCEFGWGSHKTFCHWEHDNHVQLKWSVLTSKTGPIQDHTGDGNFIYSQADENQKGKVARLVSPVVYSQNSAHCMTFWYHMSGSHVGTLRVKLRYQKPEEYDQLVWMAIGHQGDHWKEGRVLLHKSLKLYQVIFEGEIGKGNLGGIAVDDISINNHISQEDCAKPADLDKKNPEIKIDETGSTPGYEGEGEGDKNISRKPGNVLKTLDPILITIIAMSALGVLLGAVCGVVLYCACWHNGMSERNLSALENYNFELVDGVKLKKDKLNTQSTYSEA
SKN-1 inh = C. elegans SKN-1 inhibition; C. elegans VP596 Pgst-4::GFP/RFP ratio, acrylamide-induced, 24 h; AID 624304; inhibition, % at 21.8 µM; hit rate 0.49% among 360,000;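 active = interference check ratio from 0.5 to 1.5 plus GFP to RFP signal ratio inhibition reaching or exceeding a fixed threshold, cut at about 30% in these data, passing the limit was not always enough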; also: some compounds called inactive have numbers as strong as hits
Numbers without * were called inactive.

What do the screens show for `CN(C)c1ccc(S(=O)(=O)NCC(=O)OCC(=O)c2ccc[nH]2)cc1[N+](=O)[O-]`?
Neddyl block: inactive; STEP block: 1; Tb MetRS inh: -0.1; Scp1 inh: -3; SUMO1 PPI mod: -19; NadD block: -4; DNMT1 inh: -2; LMPTP block: 1.8; CendR NRP1 mod: -1; SKN-1 inh: -2

How did COc1ccccc1NC(=O)CCc1nnc2ccc(NCc3ccco3)nn12 do in these assays?
Neddyl block: inactive; STEP block: 2; Tb MetRS inh: 0.3; Scp1 inh: 8; SUMO1 PPI mod: 8; NadD block: 7; DNMT1 inh: 3; LMPTP block: 0.1; CendR NRP1 mod: 10; SKN-1 inh: 12

What do the screens show for `CN1C(=O)c2cccc3c(S(N)(=O)=O)ccc1c23`?
STEP block: 1; Tb MetRS inh: -0.5; Scp1 inh: 4; SUMO1 PPI mod: -14; NadD block: -1; DNMT1 inh: 6; LMPTP block: 0.5; CendR NRP1 mod: -4; SKN-1 inh: 8

What do the screens show for `Cn1cc([N+](=O)[O-])c(C(=O)N/N=C\c2c[nH]c3ccccc23)n1`?
Neddyl block: inactive; STEP block: -1; Tb MetRS inh: 0.2; Scp1 inh: -4; SUMO1 PPI mod: -21; NadD block: -3; DNMT1 inh: 0; LMPTP block: -0.4; CendR NRP1 mod: -4; SKN-1 inh: 10

Results for Cc1nc(CS(=O)(=O)c2ccc(Cl)cc2)cc(Sc2ccccc2Cl)n1 ?
Neddyl block: inactive; STEP block: -1; Tb MetRS inh: -1.2; Scp1 inh: -3; SUMO1 PPI mod: -1; NadD block: -6; DNMT1 inh: -6; LMPTP block: 1.2; CendR NRP1 mod: 0; SKN-1 inh: 10

What do the screens show for `Cc1cc(S(=O)(=O)N2CCCOC2CNC(=O)C(=O)NCc2cccs2)ccc1F` (stereo unspecified)?
Neddyl block: inactive; STEP block: -1; Tb MetRS inh: 0.2; Scp1 inh: -6; SUMO1 PPI mod: 0; NadD block: -1; DNMT1 inh: -3; LMPTP block: -0.2; CendR NRP1 mod: 6; SKN-1 inh: 4

How did COc1cnn(-c2ccccc2)c(=O)c1OC do in these assays?
Neddyl block: inactive; STEP block: 1; Tb MetRS inh: -0.6; Scp1 inh: -7; SUMO1 PPI mod: 2; NadD block: 1; DNMT1 inh: 4; LMPTP block: -0.4; CendR NRP1 mod: 18; SKN-1 inh: 0

What do the screens show for `C#C[C@]1(O)CC[C@H]2[C@@H]3CCC4=C(CCC(=O)C4)[C@H]3CC[C@@]21C`?
Neddyl block: inactive; STEP block: 6; Tb MetRS inh: -0.1; Scp1 inh: 10; SUMO1 PPI mod: 4; NadD block: 0; DNMT1 inh: -2; LMPTP block: -1.6; CendR NRP1 mod: -13; SKN-1 inh: -9

How did COc1cc2c(cc1OC)-c1cc(Nc3cccc(F)c3)nc(=O)n1CC2 do in these assays?
Neddyl block: inactive; STEP block: -2; Tb MetRS inh: -0.4; Scp1 inh: -6; SUMO1 PPI mod: 11; NadD block: 4; DNMT1 inh: 0; LMPTP block: 0.6; CendR NRP1 mod: 1; SKN-1 inh: 11

Results for O=S(=O)(Nc1nc2ccccc2nc1N1CCc2ccccc2C1)c1ccc(Br)cc1 ?
Neddyl block: active; STEP block: 0; Tb MetRS inh: -0.5; Scp1 inh: -4; SUMO1 PPI mod: -13; NadD block: 0; DNMT1 inh: -3; LMPTP block: 2.5; CendR NRP1 mod: -122; SKN-1 inh: 28

What do the screens show for `Cc1ccsc1C1Nc2ccc3ncccc3c2C2=C1C(=O)CC(C)(C)C2` (stereo unspecified)?
Neddyl block: inactive; STEP block: 4; Tb MetRS inh: -0.7; Scp1 inh: -3; SUMO1 PPI mod: -8; NadD block: -2; DNMT1 inh: -5; LMPTP block: 4.0; CendR NRP1 mod: -2; SKN-1 inh: -9

What do the screens show for `Cc1nn(-c2ccc(Cl)cc2)c2sc(C(=O)N3CCN(c4ccccn4)CC3)cc12`?
Neddyl block: inactive; STEP block: 4; Tb MetRS inh: -0.1; Scp1 inh: 8; SUMO1 PPI mod: -4; NadD block: 2; DNMT1 inh: -3; LMPTP block: -1.8; CendR NRP1 mod: 13; SKN-1 inh: 12

What do the screens show for `C[C@H]1CN([C@@H](C)CO)C(=O)c2cccc(NC(=O)C3CC3)c2O[C@H]1CN(C)CC1CCCCC1`?
Neddyl block: inactive; STEP block: -1; Tb MetRS inh: -0.2; Scp1 inh: -3; SUMO1 PPI mod: 7; NadD block: 0; DNMT1 inh: 4; LMPTP block: -0.3; CendR NRP1 mod: 6; SKN-1 inh: 7

How did COc1ccc(NC(=O)c2cc(C3CCCCN3C(=O)C3CCCCC3)on2)c(C)c1 (stereo unspecified) do in these assays?
Neddyl block: inactive; STEP block: 2; Tb MetRS inh: -0.1; SUMO1 PPI mod: 0; NadD block: 1; DNMT1 inh: 2; LMPTP block: 0.7; CendR NRP1 mod: 2; SKN-1 inh: -8

What do the screens show for `CC(=O)Nc1ccc(S(=O)(=O)N2CCC(N(C)CCC(C)C)CC2)cc1`?
Neddyl block: inactive; STEP block: -2; Tb MetRS inh: -1.4; Scp1 inh: 0; SUMO1 PPI mod: 5; NadD block: 0; DNMT1 inh: 1; LMPTP block: -6.3; CendR NRP1 mod: 9; SKN-1 inh: -4

Results for CC(=O)C1=C(c2ccccc2)NC(=O)NC1c1ccccc1OCC(=O)Nc1ccccc1 (stereo unspecified) ?
Neddyl block: inactive; STEP block: -2; Tb MetRS inh: -0.9; Scp1 inh: 1; SUMO1 PPI mod: -4; NadD block: 9; DNMT1 inh: -8; LMPTP block: 2.2; CendR NRP1 mod: 11; SKN-1 inh: -23

Results for O=C(/C=C\c1ccco1)c1ccc(NC(=O)c2ccco2)cc1 ?
Neddyl block: inactive; STEP block: 5; Tb MetRS inh: -0.4; Scp1 inh: 37; SUMO1 PPI mod: 10; NadD block: 15; DNMT1 inh: 42; LMPTP block: 20; CendR NRP1 mod: -49; SKN-1 inh: 2

How did COC(=O)c1sccc1NC(=O)c1c(C)c(-c2cccc(Cl)c2)nc2ccccc12 do in these assays?
Neddyl block: inactive; STEP block: 5; Tb MetRS inh: 0.2; Scp1 inh: 4; SUMO1 PPI mod: 1; NadD block: 16; DNMT1 inh: -2; LMPTP block: 3.4; CendR NRP1 mod: -6; SKN-1 inh: -7

How did C=CCc1cccc(/C=N/NC(=O)CCCNc2ccc(C)cc2)c1O do in these assays?
Neddyl block: inactive; STEP block: -2; Tb MetRS inh: 0.1; Scp1 inh: -8; SUMO1 PPI mod: -1; NadD block: -2; DNMT1 inh: -26; LMPTP block: 2.7; CendR NRP1 mod: -8; SKN-1 inh: -6

How did O=S(=O)(c1ccccc1F)N1CCN(Cc2cc3c(cc2O)OCO3)CC1 do in these assays?
Neddyl block: inactive; STEP block: 2; Tb MetRS inh: -0.1; Scp1 inh: -3; SUMO1 PPI mod: 2; NadD block: 0; DNMT1 inh: -2; LMPTP block: -0.1; CendR NRP1 mod: 3; SKN-1 inh: -17

Results for O=C(NC(=S)N1CCCCC1CO)c1cccs1 (stereo unspecified) ?
Neddyl block: inactive; STEP block: 8; Tb MetRS inh: -0.4; Scp1 inh: -1; SUMO1 PPI mod: 2; NadD block: 1; DNMT1 inh: 4; LMPTP block: 2.0; CendR NRP1 mod: -16; SKN-1 inh: 5

What do the screens show for `COc1ccccc1NC(=O)CCc1c(C)[nH]c(=O)c(C#N)c1C`?
Neddyl block: inactive; STEP block: -7; Tb MetRS inh: 0.7; Scp1 inh: 2; SUMO1 PPI mod: 1; NadD block: -2; DNMT1 inh: -2; LMPTP block: -1.1; CendR NRP1 mod: 2; SKN-1 inh: -29

How did COc1ccc(NC(=O)[C@@H](NS(=O)(=O)c2cccc(Cl)c2)C(C)C)cc1S(=O)(=O)N1CCOCC1 do in these assays?
Neddyl block: inactive; STEP block: -1; Tb MetRS inh: -0.3; Scp1 inh: 2; SUMO1 PPI mod: 1; NadD block: 1; DNMT1 inh: 1; LMPTP block: -0.9; CendR NRP1 mod: -5; SKN-1 inh: -20

How did CC(=O)c1cccc(N(C(=O)CNC(=O)c2ccco2)C(C(=O)NC2CCCC2)c2ccncc2)c1 (stereo unspecified) do in these assays?
Neddyl block: inactive; STEP block: -1; Tb MetRS inh: -0.7; Scp1 inh: -2; SUMO1 PPI mod: -7; NadD block: 6; DNMT1 inh: 1; LMPTP block: 0.1; CendR NRP1 mod: -4; SKN-1 inh: -4

Results for COc1c(O)c(=O)n2c3ccccc3c3ccnc1c32 ?
Neddyl block: inactive; STEP block: 3; Tb MetRS inh: 0.1; Scp1 inh: 1; SUMO1 PPI mod: 0; NadD block: 7; DNMT1 inh: -2; LMPTP block: 3.6; CendR NRP1 mod: 14; SKN-1 inh: -1

Results for COc1ccc(CN(C)CC(=O)NCC(=O)Nc2c(C)cccc2C)cc1 ?
Neddyl block: inactive; STEP block: -2; Tb MetRS inh: -0.2; Scp1 inh: -7; SUMO1 PPI mod: 1; NadD block: 2; DNMT1 inh: 2; LMPTP block: -0.8; CendR NRP1 mod: -6; SKN-1 inh: 25

How did CC(C)n1ncc2c(C(=O)Nc3cccc(S(=O)(=O)N(C)C)c3)cc(C3CC3)nc21 do in these assays?
Neddyl block: inactive; STEP block: -7; Tb MetRS inh: -0.7; Scp1 inh: -6; SUMO1 PPI mod: 5; NadD block: -6; DNMT1 inh: 2; LMPTP block: 0.4; CendR NRP1 mod: 3; SKN-1 inh: -1

Results for Fc1ccc(CO/N=C2\CCCc3nonc32)cc1 ?
Neddyl block: inactive; STEP block: 2; Tb MetRS inh: -1.0; Scp1 inh: -5; SUMO1 PPI mod: -3; NadD block: -7; DNMT1 inh: -1; LMPTP block: -1.3; CendR NRP1 mod: -1; SKN-1 inh: 15

3 entries already listed, arranged by heavy-atom count, high to low:
How did CC(=O)c1cccc(N(C(=O)CNC(=O)c2ccco2)C(C(=O)NC2CCCC2)c2ccncc2)c1 (stereo unspecified) do in these assays?
Neddyl block: inactive; STEP block: -1; Tb MetRS inh: -0.7; Scp1 inh: -2; SUMO1 PPI mod: -7; NadD block: 6; DNMT1 inh: 1; LMPTP block: 0.1; CendR NRP1 mod: -4; SKN-1 inh: -4

How did CC(C)n1ncc2c(C(=O)Nc3cccc(S(=O)(=O)N(C)C)c3)cc(C3CC3)nc21 do in these assays?
Neddyl block: inactive; STEP block: -7; Tb MetRS inh: -0.7; Scp1 inh: -6; SUMO1 PPI mod: 5; NadD block: -6; DNMT1 inh: 2; LMPTP block: 0.4; CendR NRP1 mod: 3; SKN-1 inh: -1

Results for COc1c(O)c(=O)n2c3ccccc3c3ccnc1c32 ?
Neddyl block: inactive; STEP block: 3; Tb MetRS inh: 0.1; Scp1 inh: 1; SUMO1 PPI mod: 0; NadD block: 7; DNMT1 inh: -2; LMPTP block: 3.6; CendR NRP1 mod: 14; SKN-1 inh: -1

Compound activity: PubChem, several laboratories
